High-throughput results: PubChem BioAssay, National Center for Advancing Translational Sciences (NCATS)
EPAC1 agonist: agonists of human EPAC1 | EPAC1 agonist qHTS, biochemical assay; response scale: 100% = response to 6.5 mM cAMP | 360,000 compounds, 0.073% hits | O95398 | AID 720707 | Potency, µM (highest dose often 154 µM), inactives show top-dose activation, usual class: activators; further: nearly all actives have a fitted effect of over 60% in size
Target sequence (O95398 whole entry, looked up): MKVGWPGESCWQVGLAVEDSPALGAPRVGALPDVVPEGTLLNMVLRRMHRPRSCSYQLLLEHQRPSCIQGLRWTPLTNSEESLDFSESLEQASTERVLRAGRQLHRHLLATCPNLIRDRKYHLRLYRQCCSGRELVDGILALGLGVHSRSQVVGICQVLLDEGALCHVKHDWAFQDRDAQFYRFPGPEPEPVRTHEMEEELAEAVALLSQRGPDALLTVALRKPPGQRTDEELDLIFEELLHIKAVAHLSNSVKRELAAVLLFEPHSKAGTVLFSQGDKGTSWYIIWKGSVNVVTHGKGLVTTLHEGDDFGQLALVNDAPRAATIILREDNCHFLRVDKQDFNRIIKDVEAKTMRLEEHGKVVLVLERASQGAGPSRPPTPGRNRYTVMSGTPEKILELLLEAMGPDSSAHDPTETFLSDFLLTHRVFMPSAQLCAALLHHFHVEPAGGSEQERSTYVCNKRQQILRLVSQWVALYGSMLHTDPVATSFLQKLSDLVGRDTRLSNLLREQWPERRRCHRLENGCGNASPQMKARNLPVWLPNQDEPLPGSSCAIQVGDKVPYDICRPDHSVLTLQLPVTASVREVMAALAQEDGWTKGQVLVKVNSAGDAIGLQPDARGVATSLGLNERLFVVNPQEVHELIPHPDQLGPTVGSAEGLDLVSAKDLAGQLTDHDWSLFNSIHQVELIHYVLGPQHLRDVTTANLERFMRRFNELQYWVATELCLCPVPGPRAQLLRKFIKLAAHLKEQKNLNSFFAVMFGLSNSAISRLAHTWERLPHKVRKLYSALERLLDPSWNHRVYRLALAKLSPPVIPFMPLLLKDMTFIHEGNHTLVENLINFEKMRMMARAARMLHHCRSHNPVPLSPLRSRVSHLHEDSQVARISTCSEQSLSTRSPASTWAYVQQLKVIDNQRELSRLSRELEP
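Compounds were pinned as a concentration titration into mixtures of EPAC1 (100 nM), BODIPY-GDP-loaded Rap1B (250 nM) and GDP (50 uM). After 5 min at room temperature, fluorescence was followed for 30 min; activity was scaled to 6.5 mM cAMP.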
TDP-43 yeast inh: inhibitors of TDP-43 toxicity in yeast; TDP-43 expressing yeast growth rescue, BacTiter-Glo, 24 h; Potency, µM (series often up to 46.1 µM), without a hit: top-dose growth rescue (activation), usual class: activators; 410,000 compounds, 1.8% hits; AID 652104; further: % of control where 0% means no effect; nearly all actives have a fitted effect of over 50% in size
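Readout is BacTiter-Glo luminescence of cell growth, so inhibitors register as activators. TDP-43-expressing yeast at OD600=0.02 in galactose medium, after raffinose pregrowth to mid-log, were incubated with compound for 24 hr at 30 deg C.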
EPAC2 antag: blocks human EPAC2 exchange factor. Q8WZA2. EPAC2 GEF exchange of Rap1B-BODIPY-GDP, fluorescence. Potency, µM (titrated, usually from 114 µM), inactives show at the highest dose activity, negative = inhibition, hits mostly inhibitors. 360,000 compounds, 0.18% hits. AID 720708; further: on the % scale 0 is the no-effect control and ±100 the full control effect; nearly all actives have a fitted effect of over 45% in size; many of its hits are not listed in these tables
EPAC2 ag: activates human EPAC2 exchange factor; EPAC2 activation, biochemical qHTS; response scale: 100% = 6.5 mM cAMP response; Q8WZA2; Potency, µM (series often up to 154 µM), for inactives: at the top dose activation, actives largely listed as activators; 360,000 compounds, 0.079% hits; AID 720711; further: nearly all actives have a fitted effect of over 50% in size
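qHTS, titration series. 100 nM EPAC2 / 250 nM Rap1B-BODIPY-GDP / 50 uM GDP; RT; ex 480/em 540 nm, 5-min reads to 30 min. Norm. to 6.5 mM cAMP = activation.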
aSyn yeast inh: inhibitors of alpha-synuclein toxicity in yeast | Yeast expressing alpha-synuclein, growth rescue, BacTiter-Glo, 24 h | Potency, µM (highest dose often 46.1 µM), for inactives: at the highest dose growth rescue (activation), usual class: activators | 370,000 compounds, 0.14% hits; further: % of control where 0% means no effect; nearly all actives have a fitted effect of over 65% in size
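Rescue of yeast growth: cells expressing toxic alpha-synuclein, induced in galactose at OD600 0.02, incubated with compound 24 h at 30 C. ATP luminescence quantified growth; inhibitors of toxicity appear as activators.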
PTHR1 agonist: agonists of human PTHR1 parathyroid hormone receptor; Q03431; HEK293 GP2 PTHR1 cells, GloSensor cAMP luminescence, 1 h; Potency, µM (doses to about 115 µM), for the others: at the highest dose activation, hits mostly activators; 410,000 compounds, 0.075% hits; further: nearly all actives have a fitted effect of over 55% in size; some results filed as inactive show a strong effect at the top dose; inactives centre near -15; many of its hits are not listed in these tables
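HEK-293-derived GP2 cells expressing PTHR1 and a GloSensor cAMP reporter, 3,000/well, plated overnight, given luciferin plus IBMX (each 0.5 mM as added) for 1 h at 37 °C, then compound for 1 h at 37 °C. Luminescence was read after 15 min at room temperature.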
FUS suppressor: rescues growth of FUS-expressing yeast; S. cerevisiae FUS-expressing, growth rescue, OD600, 24 h; 390,000 compounds, 0.24% hits; Potency, µM (titrated, usually from 76.6 µM), without a hit: at the highest dose growth rescue (activation), usual class: activators; AID 1347120;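 further: plate controls were DMSO vehicle for no effect and reference control for full effect; nearly all actives have a fitted effect of over 55% in size; some results filed as inactive show a strong effect at the top dose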
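Cultures pregrown in 2.5% raffinose medium are shifted to minimal medium containing 2% galactose to express toxic FUS. Compounds are tested at several concentrations. After 24hr at 30C, growth is quantified at 600 nm absorbance.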
EPAC1 antag: EPAC1 (human) antagonism; O95398; EPAC1 GEF assay, Rap1b-BODIPY-GDP exchange fluorescence; Potency, µM (highest dose often 115 µM), for inactives: top-dose activity change, negative = inhibition, most hits filed as inhibitors; 360,000 compounds, 0.14% hits;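 further: plate controls were vehicle for no effect and positive control for full effect; nearly all actives have a fitted effect of over 50% in size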
* = called active by the depositor; [ ] = remark or other dose. The call rests on the fitted dose curve; in most records, active means well fitted curve in the direction sought with a large enough effect; inconclusive means small, poorly fitted or top-dose-only effect, or another doubt; inactive means no such curve, though single readings can be large; an effect the other way counts as inactive or inconclusive. Potency means the concentration at half of the fitted maximal effect.

How did O=C(c1ccc(N2CCCC2)c([N+](=O)[O-])c1)N1CCN(CCO)CC1 do in these assays?
EPAC1 agonist: 13%; TDP-43 yeast inh: -15%; EPAC2 antag: -7%; EPAC2 ag: 1%; aSyn yeast inh: -1%; PTHR1 agonist: inactive; FUS suppressor: -9%; EPAC1 antag: 16%

Results for COc1ccc(C)cc1NC(=O)C(OC(=O)c1cccc(S(=O)(=O)N(C)c2ccccc2)c1)c1ccccc1 (centres undefined) ?
EPAC1 agonist: -2%; TDP-43 yeast inh: 11%; EPAC2 antag: 9%; EPAC2 ag: 0%; aSyn yeast inh: 0%; PTHR1 agonist: inactive; FUS suppressor: -13%; EPAC1 antag: inconclusive

Results for COC(=O)c1ccc(C)c(NC(=O)CN(c2cc(OC)ccc2OC)S(C)(=O)=O)c1 ?
EPAC1 agonist: 5%; TDP-43 yeast inh: -15%; EPAC2 antag: -7%; EPAC2 ag: 11%; aSyn yeast inh: 5%; PTHR1 agonist: 0%[57.5 µM]; FUS suppressor: 15%; EPAC1 antag: 8%

Results for Cn1nc(C(=O)Nc2cccc(Cl)c2)cc1C(=O)Nc1cccc(Cl)c1 ?
EPAC1 agonist: 7%; TDP-43 yeast inh: 27%; EPAC2 antag: -6%; EPAC2 ag: -1%; aSyn yeast inh: 2%; PTHR1 agonist: -5%; FUS suppressor: -1%; EPAC1 antag: 3%

What do the screens show for `O=C(COC(=O)c1ccccc1[N+](=O)[O-])Nc1nnc(-c2ccccc2)o1`?
EPAC1 agonist: 2%; TDP-43 yeast inh: -7%; EPAC2 antag: -6%; EPAC2 ag: 1%; aSyn yeast inh: 1%; PTHR1 agonist: inactive; FUS suppressor: 22%; EPAC1 antag: -27%

How did COc1ccc(CCNC(=O)CN2CCCc3ccccc32)cc1OC do in these assays?
EPAC1 agonist: 2%; TDP-43 yeast inh: 8%; EPAC2 antag: -1%; EPAC2 ag: 3%; aSyn yeast inh: 8%; PTHR1 agonist: inactive; FUS suppressor: 9%; EPAC1 antag: 0%

What do the screens show for `Cc1cc(C)nc(NCC(O)CNc2ccccc2Cl)n1` (centres undefined)?
EPAC1 agonist: -3%; TDP-43 yeast inh: 15%; EPAC2 antag: 2%; EPAC2 ag: -4%; aSyn yeast inh: 0%; PTHR1 agonist: -36%[inhibitor]; FUS suppressor: 2%; EPAC1 antag: 6%

How did O=c1cc(-c2ccccc2Cl)oc2c([N+](=O)[O-])c(O)cc(O)c12 do in these assays?
EPAC1 agonist: -3%; TDP-43 yeast inh: -15%; EPAC2 antag: inconclusive; EPAC2 ag: 2%; aSyn yeast inh: 20%; PTHR1 agonist: -50%[inhibitor]; FUS suppressor: inconclusive; EPAC1 antag: -12%

What do the screens show for `COc1ccc(CNC(=O)c2cc(S(=O)(=O)N3CCCCC3)ccc2N2CCOCC2)cc1OC`?
EPAC1 agonist: 8%; TDP-43 yeast inh: 0%; EPAC2 antag: -12%; EPAC2 ag: 11%; aSyn yeast inh: -5%; PTHR1 agonist: -44%[inhibitor]; EPAC1 antag: -28%

Results for O=C(Cc1cn2ccsc2n1)NCc1ccccc1 ?
EPAC1 agonist: 2%; TDP-43 yeast inh: -2%; EPAC2 antag: 10%; EPAC2 ag: 4%; aSyn yeast inh: 0%; PTHR1 agonist: inactive; FUS suppressor: 10%; EPAC1 antag: 4%

Results for Cc1ccccc1CCNC(=O)C1CCCN(c2cnccn2)C1 (centres undefined) ?
EPAC1 agonist: 9%; TDP-43 yeast inh: 15%; EPAC2 antag: 2%; EPAC2 ag: 1%; aSyn yeast inh: 5%; PTHR1 agonist: inactive; FUS suppressor: 1%; EPAC1 antag: 14%

How did O=C(CSc1ncn[nH]1)CSc1ncn[nH]1 do in these assays?
EPAC1 agonist: 10%; TDP-43 yeast inh: 10%; EPAC2 antag: 6%; EPAC2 ag: -4%; aSyn yeast inh: 6%; PTHR1 agonist: -8%; FUS suppressor: -6%; EPAC1 antag: -15%

As a short view, 2 of the compounds above:
Results for COC(=O)c1ccc(C)c(NC(=O)CN(c2cc(OC)ccc2OC)S(C)(=O)=O)c1 ?
EPAC1 agonist: 5%; TDP-43 yeast inh: -15%; EPAC2 antag: -7%; EPAC2 ag: 11%; aSyn yeast inh: 5%; PTHR1 agonist: 0%[57.5 µM]; FUS suppressor: 15%; EPAC1 antag: 8%

Results for Cn1nc(C(=O)Nc2cccc(Cl)c2)cc1C(=O)Nc1cccc(Cl)c1 ?
EPAC1 agonist: 7%; TDP-43 yeast inh: 27%; EPAC2 antag: -6%; EPAC2 ag: -1%; aSyn yeast inh: 2%; PTHR1 agonist: -5%; FUS suppressor: -1%; EPAC1 antag: 3%

(continued)
Results for COCCNC(=O)C1CCCN(C(=O)c2ccnc(Cl)c2)CC1 (centres undefined) ?
EPAC1 agonist: 9%; TDP-43 yeast inh: inconclusive; EPAC2 antag: -3%; EPAC2 ag: 1%; aSyn yeast inh: 1%; PTHR1 agonist: -20%; FUS suppressor: -22%; EPAC1 antag: -3%

Results for CCN(CC)CCC(c1ccc2c(c1)OCO2)c1c(O)cc(OC)cc1OC (centres undefined) ?
EPAC1 agonist: -1%; TDP-43 yeast inh: 3%; EPAC2 antag: -2%; EPAC2 ag: 16%; aSyn yeast inh: 9%; PTHR1 agonist: -21%; FUS suppressor: -6%; EPAC1 antag: 3%

What do the screens show for `Cc1cc(=O)n2nc(N3CCCC(C(=O)NCc4ccc(F)cc4)C3)sc2n1` (centres undefined)?
EPAC1 agonist: 16%; TDP-43 yeast inh: -9%; EPAC2 antag: 4%; EPAC2 ag: 5%; aSyn yeast inh: 2%; PTHR1 agonist: -14%; FUS suppressor: -13%; EPAC1 antag: -6%

How did C[C@@]12C(=O)Nc3cc(Cl)ccc3C(=O)N1[C@H]1c3ccccc3OC[C@@H]1[C@@H]2c1ccccc1 do in these assays?
EPAC1 agonist: 2%; TDP-43 yeast inh: -10%; EPAC2 antag: -12%; EPAC2 ag: 4%; aSyn yeast inh: -22%; PTHR1 agonist: -2%; FUS suppressor: 35%; EPAC1 antag: 8%

How did CCNS(=O)(=O)c1ccc(CCC(=O)N2CCN(c3cccc(Cl)c3)CC2)cc1 do in these assays?
EPAC1 agonist: 1%; TDP-43 yeast inh: 17%; EPAC2 antag: 4%; EPAC2 ag: 9%; aSyn yeast inh: 1%; PTHR1 agonist: -37%[inhibitor]; FUS suppressor: 19%; EPAC1 antag: -10%

Results for COc1ncccc1-c1cnc2cccnn12 ?
EPAC1 agonist: -3%; TDP-43 yeast inh: 29%; EPAC2 antag: 5%; EPAC2 ag: 17%; aSyn yeast inh: 8%; PTHR1 agonist: inconclusive; FUS suppressor: -11%; EPAC1 antag: -6%

Results for c1cc(CCCc2ccncc2)ccn1 ?
EPAC1 agonist: -1%; TDP-43 yeast inh: -2%; EPAC2 antag: 6%; EPAC2 ag: 10%; aSyn yeast inh: -3%[1.84 µM]; PTHR1 agonist: 6%; FUS suppressor: -4%; EPAC1 antag: 16%

Results for CCCCCc1ccc(-c2nnc(N)s2)cc1 ?
EPAC1 agonist: -2%; TDP-43 yeast inh: inconclusive; EPAC2 antag: 15%; EPAC2 ag: 1%; aSyn yeast inh: 3%; PTHR1 agonist: -23%; FUS suppressor: 13%; EPAC1 antag: 6%

What do the screens show for `O=C(NC1CCCCCC1)c1cccc(N2CCCC2=O)c1`?
EPAC1 agonist: -4%; TDP-43 yeast inh: 2%; EPAC2 antag: 2%; EPAC2 ag: 0%; aSyn yeast inh: 0%; PTHR1 agonist: -16%; FUS suppressor: 10%; EPAC1 antag: 19%

Results for O=C(NCCC1=CCCCC1)C1CCCN(S(=O)(=O)c2ccc(F)cc2)C1 (centres undefined) ?
EPAC1 agonist: -4%; TDP-43 yeast inh: 5%; EPAC2 antag: 1%; EPAC2 ag: -16%; aSyn yeast inh: -1%; PTHR1 agonist: -14%[57.5 µM]; FUS suppressor: -8%; EPAC1 antag: -4%

Results for N#C/C(=C(/O)COC(=O)c1cccnc1Cl)c1nc2ccccc2[nH]1 ?
EPAC1 agonist: -4%; TDP-43 yeast inh: 0%; EPAC2 antag: -2%; EPAC2 ag: 11%; aSyn yeast inh: -5%; PTHR1 agonist: -27%; FUS suppressor: 27%; EPAC1 antag: -10%

Results for COC(=O)CSc1nc(C)cc(C)n1 ?
EPAC1 agonist: 9%; TDP-43 yeast inh: 4%; EPAC2 antag: 8%; EPAC2 ag: 17%; aSyn yeast inh: 12%; PTHR1 agonist: -34%; FUS suppressor: -2%; EPAC1 antag: -3%

What do the screens show for `O=C(Nc1ccc(Br)c2ccccc12)c1ccc2ccccc2c1O`?
EPAC1 agonist: 6%; TDP-43 yeast inh: -33%[inhibitor]; EPAC2 antag: 5%; EPAC2 ag: 15%; aSyn yeast inh: -47%[inhibitor]; PTHR1 agonist: -15%; FUS suppressor: 7%; EPAC1 antag: 1%

How did O=C(NC1CCCCC1)C12CC3CC(CC(Cl)(C3)C1)C2 do in these assays?
EPAC1 agonist: 1%; TDP-43 yeast inh: 4%; EPAC2 antag: 8%; EPAC2 ag: 2%; aSyn yeast inh: 0%; PTHR1 agonist: inactive; FUS suppressor: 2%; EPAC1 antag: 6%

What do the screens show for `CCn1c(/C=C\c2ccccc2C)nc2ccccc2c1=O`?
EPAC1 agonist: 8%; TDP-43 yeast inh: 22µM*; EPAC2 antag: -29%; EPAC2 ag: 20%; aSyn yeast inh: -5%; PTHR1 agonist: inactive; FUS suppressor: 9%; EPAC1 antag: -29%

Results for COc1cc(/C=C2\SC(=S)N(CCCCC(=O)O)C2=O)ccc1OS(=O)(=O)c1ccc(C)cc1 ?
EPAC1 agonist: 8%; TDP-43 yeast inh: 8%; EPAC2 antag: -9%; EPAC2 ag: 1%; aSyn yeast inh: 1%; PTHR1 agonist: -37%[inhibitor]; FUS suppressor: 10%; EPAC1 antag: inconclusive

Results for Cc1nc2c(-c3ccc(F)cc3)c(C)nn2c(C)c1CCC(=O)NCCN1CCOCC1 ?
EPAC1 agonist: -3%; TDP-43 yeast inh: 2%; EPAC2 antag: inconclusive; EPAC2 ag: 3%; aSyn yeast inh: 6%; PTHR1 agonist: -12%; FUS suppressor: -13%; EPAC1 antag: -6%

How did CC(C)(C)N(Cc1ccccc1)C(=O)c1ccc(Br)o1 do in these assays?
EPAC1 agonist: 8%; TDP-43 yeast inh: -16%; EPAC2 antag: -11%; EPAC2 ag: 6%; aSyn yeast inh: 7%; PTHR1 agonist: -22%; FUS suppressor: 0%; EPAC1 antag: -9%

These rows are one share of the data; rates above refer to the full screens.
